# Screening data as filed in PubChem BioAssay.
# FUS suppressor: qHTS for Suppressors of FUS Proteinopathy: Primary screen using FUS-linked yeast assay | S. cerevisiae FUS-expressing, growth rescue, OD600, 24 h | Potency, µM (doses to about 76.6 µM), without a hit: at the highest dose growth rescue (activation), usual class: activators | 0.24% of 390,000 active;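 further: potency means the concentration at half of the fitted maximal effect; plate controls were DMSO vehicle for no effect and reference control for full effect; nearly all actives have a fitted effect of over 55% in size; some results filed as inactive show a strong effect at the top dose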
#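 Steps: raffinose overnight preculture; dilution to OD 0.005 in 2% galactose minimal medium; compound addition (concentration series); 24hr at 30C, 99% humidity; absorbance read at 600 nm.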
# IL2 activator: qHTS of IL-2 Activators. 0.065% of 360,000 active. IL-2 activation reporter assay, cell-based qHTS; stimulated with anti-CD3/CD4/CD28 beads; in transgenic mouse T cells. AID 652025, 2013. activation, % (series mostly up to about 46 µM); in the data active means activation above about 50%; inconclusive means mostly about 30% to 49%; further: 0% is about no effect
#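 Unstimulated transgenic mouse T cells; 60-min compound exposure; bead-based TCR/CD4/CD28 stimulation; 18 h culture, 37 degrees C; dual fluorescence (EGFP, DsRed) plate cytometry.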
# EPAC1 antag: qHTS for Antagonist of cAMP-regulated guanine nucleotide exchange factor 3 (EPAC1): primary screen; Rap guanine nucleotide exchange factor 3 (Homo sapiens), O95398; EPAC1 GEF assay, Rap1b-BODIPY-GDP exchange fluorescence; Potency, µM (titrated, usually from 115 µM), for the others: at the highest dose activity change, negative = inhibition, usual class: inhibitors; 0.14% of 360,000 active;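 further: potency means the concentration at half of the fitted maximal effect; plate controls were vehicle for no effect and positive control for full effect; nearly all actives have a fitted effect of over 50% in size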
# Target sequence (O95398 whole entry, looked up): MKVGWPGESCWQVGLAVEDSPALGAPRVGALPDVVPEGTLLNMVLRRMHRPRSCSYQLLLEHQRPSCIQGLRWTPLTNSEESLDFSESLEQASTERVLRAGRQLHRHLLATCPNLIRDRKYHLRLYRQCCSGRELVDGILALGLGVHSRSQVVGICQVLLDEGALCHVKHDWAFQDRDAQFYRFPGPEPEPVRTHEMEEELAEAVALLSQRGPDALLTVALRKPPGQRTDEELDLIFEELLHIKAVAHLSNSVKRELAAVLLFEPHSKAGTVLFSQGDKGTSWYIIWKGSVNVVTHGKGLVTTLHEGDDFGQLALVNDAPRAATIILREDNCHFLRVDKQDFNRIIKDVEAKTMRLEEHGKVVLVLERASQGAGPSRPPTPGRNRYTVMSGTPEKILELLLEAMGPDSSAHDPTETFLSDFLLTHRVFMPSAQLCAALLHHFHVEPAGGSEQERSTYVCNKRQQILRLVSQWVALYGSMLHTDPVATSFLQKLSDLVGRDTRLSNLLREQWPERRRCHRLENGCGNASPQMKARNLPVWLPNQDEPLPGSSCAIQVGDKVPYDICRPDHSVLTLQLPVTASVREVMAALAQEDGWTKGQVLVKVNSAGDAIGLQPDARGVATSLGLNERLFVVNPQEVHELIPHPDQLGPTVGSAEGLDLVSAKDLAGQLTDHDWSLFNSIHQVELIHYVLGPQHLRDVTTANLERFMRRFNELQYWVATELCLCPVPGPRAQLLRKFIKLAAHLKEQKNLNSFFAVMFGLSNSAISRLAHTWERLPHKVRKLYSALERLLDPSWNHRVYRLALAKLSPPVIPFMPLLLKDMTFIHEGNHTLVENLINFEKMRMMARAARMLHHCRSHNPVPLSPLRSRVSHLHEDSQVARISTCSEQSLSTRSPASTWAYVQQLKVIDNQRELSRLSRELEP
# PI5P4K alpha inh: qHTS for Inhibitors of phosphatidylinositol 5-phosphate 4-kinase (PI5P4K). Phosphatidylinositol 5-phosphate 4-kinase type-2 alpha (Homo sapiens), P48426. max response, %. PI5P4Kalpha enzyme, ADP-Glo luminescence, 60 min; stronger effect = lower value. 1.2% of 330,000 active; active means max response of -50% or lower; inconclusive means between -30% and -50%; inactive means -30% or higher; further: value at the top dose of about 77 µM; on the % scale 0 is the no-effect control and ±100 the full control effect
#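 Controls without substrate or without enzyme flank wells where PI5P4Kalpha converts substrate using 5 microM ATP (final). Incubation lasts 60 minutes at room temperature; ADP formed is read by ADP-Glo luminescence.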
# PLK1 PBD block: qHTS for Inhibitors of PLK1-PDB (polo-like kinase 1 - polo-box domain): Primary Screen; Serine/threonine-protein kinase PLK1 (Homo sapiens), P53350; 2.8% of 360,000 active; Plk1 PBD binding of FITC phosphopeptide, fluorescence polarization; Potency, µM, for inactives: max response, negative = inhibition, actives largely listed as inhibitors; further: potency means the concentration at half of the fitted maximal effect; series mostly up to about 57 µM; on the % scale 0 is the no-effect control and ±100 the full control effect; nearly all actives have a fitted effect of over 65% in size
# EPAC1 ag: qHTS for Agonist of cAMP-regulated guanine nucleotide exchange factor 3 (EPAC1): primary screen | 0.073% of 360,000 active | Rap guanine nucleotide exchange factor 3 (Homo sapiens), O95398 | AID 720707, 2013 | Potency, µM (doses to about 154 µM), for the others: at the highest dose activation, usual class: activators | EPAC1 agonist qHTS, biochemical assay; response scale: 100% = response to 6.5 mM cAMP; further: potency means the concentration at half of the fitted maximal effect; nearly all actives have a fitted effect of over 60% in size
#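 Read-out is the fluorescence drop as BODIPY-GDP leaves Rap1B (480 nm excitation, 540 nm emission), recorded every 5 minutes over 30 minutes. Reactions held 100 nM EPAC1, 250 nM Rap1B–BODIPY-GDP and 50 uM GDP, with 6.5 mM cAMP setting full activation.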
# WRN helicase inh: qHTS for Inhibitors of WRN Helicase; Bifunctional 3'-5' exonuclease/ATP-dependent helicase WRN (Homo sapiens), Q14191; WRN helicase unwinding, fluorescent forked duplex, kinetic; Potency, µM (series often up to 114 µM), without a hit: at the highest dose activity change, negative = inhibition, usual class: inhibitors; 0.46% of 360,000 active; further: potency means the concentration at half of the fitted maximal effect; on the % scale 0 is the no-effect control and ±100 the full control effect; nearly all actives have a fitted effect of over 55% in size
#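 WRN at 20 nM final preincubated with compound 15 min at room temperature; reaction started with 100 nM fluorophore/quencher forked duplex oligonucleotide and 2 mM ATP final. Unwinding followed kinetically by red fluorescence (ex 525, em 598 nm).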
# aSyn rescue: qHTS of alpha-syn Inhibitors. Yeast expressing alpha-synuclein, growth rescue, BacTiter-Glo, 24 h. Potency, µM (top dose mostly 46.1 µM), for inactives: at the top dose growth rescue (activation), most hits filed as activators. 0.14% of 370,000 active; further: potency means the concentration at half of the fitted maximal effect; % of control where 0% means no effect; nearly all actives have a fitted effect of over 65% in size
#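 Screening used galactose-induced yeast with toxic alpha-synuclein levels, exposed to compound for 24 hr at 30 deg C. Cell growth, read with BacTiter-Glo luminescence, gave the measured signal.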
# Abeta rescue: qHTS for compounds that reverse cellular toxicity of Amyloid beta (A-beta) peptide in yeast: Primary Screen; yeast expressing A-beta42, growth rescue, OD600, 48 h; response scale: 0% DMSO, 100% iron-clioquinol control; Potency, µM (titrated, usually from 46.1 µM), without a hit: at the top dose growth rescue, hits mostly activators; 0.063% of 410,000 active; further: potency means the concentration at half of the fitted maximal effect; nearly all actives have a fitted effect of over 55% in size
#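 Growth rescue measured by 600 nm absorbance after 48 h yeast culture at 30 C with compound. Values normalized between DMSO and an equimolar ferric chloride plus clioquinol control.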
# The depositor's hits bear a star; ? = inconclusive; . = not tested or not shown; [ ] = remark or other dose. Unless noted, the call rests on the fitted dose curve; in most records, active means well fitted curve in the direction sought with a large enough effect; inconclusive means small, poorly fitted or top-dose-only effect, or another doubt; inactive means no such curve, though single readings can be large; an effect the other way counts as inactive or inconclusive.
SMILES,FUS suppressor,IL2 activator,EPAC1 antag,PI5P4K alpha inh,PLK1 PBD block,EPAC1 ag,WRN helicase inh,aSyn rescue,Abeta rescue
Cc1ccc2c(c1)cc(CN(Cc1cccs1)C(=O)c1ccco1)c1nnnn12,27%,-2.5,2%,?,8.4µM*,8%,6%,-2%,-4%
S=C(NCCC(c1ccccc1)c1ccccc1)Nc1ccc(Cl)cc1,3%,-3.0,0%,.,2%,22%,-13%,-38%[inhibitor],4%
COc1ccc(CNC(=O)C2CC(=O)N(C3CCCCC3)C2)cc1 (stereo unspecified),-4%,-0.8,-21%,-2,2%,-3%,3%,11%,-11%
CCOC(=O)c1nnc(-c2cccs2)nc1Oc1ccccc1C(=O)OC,-4%,-0.6,-10%,0,-22%,0%,-4%,11%,-8%
CC1CCCCC1NC(=O)CN1CCC(O)(c2ccc3c(c2)OCO3)CC1 (stereo unspecified),13%,3.1,3%,1,8%,-6%,-4%,0%,-3%
CC(C)(C)c1ccc(NC(=O)c2c(F)cccc2Cl)cc1,-21%,-0.3,-26%,-6,3%,5%,-7%,-18%,-45%[inhibitor]
Cc1noc(C)c1C(=O)OCC(=O)Nc1ncc(Cl)c(C)c1Cl,7%,-0.5,-10%,-18,-18%,-6%,-10%[11.6 µM],-4%,12%
O=C(CCCCCNC(=O)c1ccccc1)N/N=C/c1ccc(F)cc1,24%,-1.1,-4%,2,-4%,2%,-7%,3%,8%
Cc1ccc(N(CC(=O)NCCSCc2ccco2)S(=O)(=O)c2ccc(F)cc2)cc1,15%,1.1,-15%,-4,-23%,-11%,3%,2%,7%
CCNC(=S)Nc1cccc(F)c1C,7%,-0.2,9%,2,?,2%,9%,-2%,-10%
CC(C)c1ccc(S(=O)(=O)N2CCN(C(=O)CN3C(=O)NC4(CCCC4)C3=O)CC2)cc1,.,-3.7,-5%,0,-3%,11%,-30%,-9%,-10%
Cc1cc(F)ccc1NC(=O)C1CSC2(C)CCC(=O)N12 (stereo unspecified),-2%,2.3,-15%,0,-8%,-43%,-12%,0%,17%
Cc1cc(-n2c(C)cc(C(=O)CSc3ccccn3)c2C)no1,11%,-0.8,-1%,-7,17µM*,4%,1%,0%,2%
Cn1c(=O)c2c(SCC(=O)c3ccccc3)nc(C3CC3)nc2n(C)c1=O,-31%,-2.8,-18%,-7,-5%,-4%,4%,-3%,-5%
CCCCn1c(=O)c2ccccc2n2c(=S)[nH]nc12,-26%,-2.5,-11%,-18,27µM*,2%,-21%,9%,0%
COCCCNS(=O)(=O)c1ccc(C)cc1,4%,0.1,-20%,1,-9%,2%,5%,-3%,-1%
Cc1ccc(NC(=O)NC2CCCCCCC2)c(C)c1,-6%,-2.3,15%,-2,-2%,2%,6%,0%,8%
Cn1c(=O)c2ccccc2n(CC(=O)N2CCCc3ccccc32)c1=O,2%,-2.2,-1%,-10,-5%,-3%,-2%,-1%,-15%
Cc1ccc(C(=O)CCc2ccc(N)cc2)cc1,-17%,-1.8,9%,0,5%,6%,1%,?,29%
OCCNCCCCOc1ccc(F)cc1,33%,-1.8,-9%,.,-5%,7%,-2%,0%,-17%
O=C(c1ccc(Cl)c(Cl)c1)N1CCN(Cc2ccc3c(c2)OCO3)CC1,0%,1.8,-1%,0,2%,-2%,-5%,11%,22%
CCCCOc1ccc(C(=O)N=c2sccn2C)cc1OC,21%,-3.3,12%,3,-10%,7%,3%,-11%,0%
COc1ccc(-c2nc(CS(=O)CC(=O)N3CCOCC3)c(C)o2)cc1OC (stereo unspecified),19%,-1.4,2%,4,-9%,1%,-11%,-4%,6%
CN(C(=O)CSc1nc2ccccc2c(=O)n1-c1ccc(F)cc1F)C1CCS(=O)(=O)C1 (stereo unspecified),7%,0.9,-8%,4,-3%,2%,-11%,1%,-6%
Nn1c(SCC(=O)N2CCCCC2)nnc1-c1ccncc1,-31%,-2.2,-26%,-6,-1%,8%,-24%,-6%,-4%[9.22 µM]
COc1ccc(-n2cc(-c3ccccc3)[nH]c2=S)c(OC)c1,-19%,-0.2,-2%,-14,2%,-9%,-1%,1%,12%
O=C(CN1CCCCC1)c1c[nH]c2ccccc12,12%,1.2,15%,-4,-2%,13%,0%,1%,-8%
CCCSc1nc2ccsc2c(=O)n1CC,-2%,-3.9,14%,-1,-3%,-9%,9%,-4%,-9%
COc1ccccc1C(=O)N/N=C(\C)CC(=O)Nc1ccc(Nc2ccccc2)cc1,33%,0.5,-8%,2,-4%,13%,?,6%,-10%
COc1ccc(OCCCC(=O)OCC(=O)c2ccc3c(c2)NC(=O)CO3)cc1,14%,-3.8,-9%,-1,-14%,-1%,-4%,-3%,-5%
COc1ccc(NC(=S)NCCc2ccc(S(N)(=O)=O)cc2)c(OC)c1,0%,0.4,1%,6,-24%,-6%,2%[57.1 µM],0%,-10%
O=[N+]([O-])c1ccc(-c2cn(-c3ccc(Cl)cc3)cn2)cc1,-7%,0.8,-17%,-21,-7%,-10%,-21%,-3%,-14%
NC(=O)C1CCN(C(=O)CCC(=O)c2cccs2)CC1,-1%,-0.2,7%,4,-20%,5%,13%,-5%,-7%
C=CCn1c(-c2ccc(OC)cc2)csc1=Nc1c(C)n(C)n(-c2ccccc2)c1=O,-31%,0.7,-26%,-8,-9%,3%,-29%[57.1 µM],-6%,19%
COc1ccc(CC(=O)OCC(=O)NC2CCCCCC2)cc1OC,0%,-2.3,-29%,-1,-6%,-3%,1%,-11%,1%
COc1ccc(/C=C(\NC(=O)c2ccc(OC)c(OC)c2)C(=O)NCCc2c[nH]c3ccccc23)cc1,?,-2.1,4%,.,-10%,14%,-22%,0%,3%
CC1Cc2nc(SCC(=O)NCc3ccccc3)n(Cc3ccccc3)c(=O)c2S1 (stereo unspecified),-10%,-2.2,?,-1,-1%,-7%,-4%,0%,0%
COc1cc(CO)cc(-c2cc(CO)cc(OC)c2OC)c1OC,-4%,0.7,14%,1,-1%,-1%,5%,1%,13%
Cc1ccc(/C=C/C(=O)N2CCN(S(=O)(=O)c3c(C)c(C)cc(C)c3C)CC2)o1,?,-0.8,-9%,?,-27%,2%,-33%,?,-1%
CC1CC(C)CN(C(=O)COC(=O)COc2ccc(C#N)cc2)C1 (stereo unspecified),.,-4.8,-6%,7,-1%,3%,0%,8%,2%
CCN(c1ccccc1)S(=O)(=O)c1cccc(C(=O)OCC(=O)c2c(N)n(C)c(=O)n(C)c2=O)c1,?,-0.9,-11%,6,4%,-3%,-5%,-5%,-2%
O=C(NCc1cccnc1)C1CCCN(S(=O)(=O)c2ccc(Br)cc2)C1 (stereo unspecified),-16%,-0.9,3%,2,-9%,-4%,-33%[57.1 µM],3%,15%
CCNC(=O)C1(C)CCN(Cc2ccc(C#N)cc2)C1 (stereo unspecified),-19%,0.6,11%,5,1%,-11%,1%,-6%,-16%
COc1ccc2[nH]c(C(=O)O)c(CCN3C(=O)c4ccc(C(=O)O)cc4C3=O)c2c1,34%,-2.2,-14%,-60*,2%,-7%,-7%,2%,-9%
CN(C)C(/C=C/Nc1ccc(C#N)cc1)=C(C#N)C#N,-4%,-0.5,-4%,.,2%,-1%,-14%,-7%,-5%

# As entered above.
# `COc1cc(CO)cc(-c2cc(CO)cc(OC)c2OC)c1OC` @ IL2 activator = 0.7
# `CCNC(=O)C1(C)CCN(Cc2ccc(C#N)cc2)C1` (stereo unspecified) @ EPAC1 antag = 11%
# `CC1Cc2nc(SCC(=O)NCc3ccccc3)n(Cc3ccccc3)c(=O)c2S1` (stereo unspecified) @ EPAC1 ag = -7%

# The listing continues.
SMILES,FUS suppressor,IL2 activator,EPAC1 antag,PI5P4K alpha inh,PLK1 PBD block,EPAC1 ag,WRN helicase inh,aSyn rescue,Abeta rescue
COc1cc(C2C(C#N)=C(N)Oc3c2oc(CO)cc3=O)cc(OC)c1OC (stereo unspecified),13%,-2.4,8%,.,-9%,2%,-1%,-4%,-5%
CCN(CC)CCCNC(=O)c1cc2nc(-c3ccccc3)cc(C(F)(F)F)n2n1,-33%,0.3,-6%,3,-14%,2%,12%,-3%,-3%
Cc1ccc(C(=O)CCC(=O)Nc2ccccc2F)cc1,-23%,0.0,-4%,0,7%,1%,6%,5%,0%
COc1ccc(CCn2nnnc2C(C(C)C)N2CCN(c3ncccn3)CC2)cc1OC (stereo unspecified),26%,1.6,9%,7,-29%,1%,0%,-3%,-11%
CC(=O)Nc1ccccc1C(=O)C(=O)O,2%,0.9,-10%,-5,-4%,-7%,1%,-7%,-9%
COc1ccc(Cl)cc1N1C(=O)C2CCCN2C1c1ccccc1F (stereo unspecified),-18%,-2.6,-30%,0,-5%,3%,1%,0%,4%
O=C(N/N=C/C=C/c1ccco1)c1cnccn1,11%,-2.2,-11%,-2,-11%,7%,-30%,-5%,-21%
Cc1ccc(O)c(C(=O)/C=C/c2ccc3c(c2)OCCO3)c1,4%,-3.8,-17%,15,-9%,4%,-9%,-2%,-15%
CCOC(=O)c1nn(-c2ccccc2)c(=O)cc1OCC(=O)Nc1cccc(OC)c1,16%,-0.6,-23%,0,-11%,-3%,-16%,-12%,3%
